# ARNT-TACC3 inh: disruptors of ARNT/TACC3 protein interaction, primary screen, biochemical, AlphaScreen, single concentration | Transforming acidic coiled-coil-containing protein 3 (Homo sapiens), Q9Y6A5 | inhibition, % at 9.99 µM | AlphaScreen His-ARNT PAS-B/GST-TACC3 binding, luminescence; TACC3 fragment carries E629A point mutation | 390,000 tested, 0.66% active;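 active = mean inhibition of replicates at least 50% and at least half of replicates each reaching 50%; inconclusive = half or more replicates reach 50% but mean below 50%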;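 note: 0% = complete ARNT plus TACC3 wells and 100% = ARNT alone without TACC3; many hits fall short of the cut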
# DENV2 CPE rescue: inhibitors of DENV2 cytopathic effect, primary screen, cell-based, plate reader, single concentration; DENV2-infected cells, cytopathic effect rescue; CPE inhibition, % at 9.99 µM; 350,000 tested, 1.7% active; AID 651640, 2012; in the data active = CPE inhibition above about 20%, passing the limit was not always enough; inconclusive = no clear call, values can overlap the other calls; tested in BHK-21 cells;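 note: 0% = median of neutral control wells and 100% = median of positive control wells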
# EWS-Fli block: EWS/Fli-driven NR0B1 reporter inhibitors, primary screen, A673 cells, NR0B1 luciferase, luminescence, MLPCN library; inhibition, % at 12.6 µM; viability-normalised; 350,000 tested, 0.67% active;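 active = mean inhibition of at least 50% after viability correction, with every replicate also passing that limit; inconclusive = mean reaches 50% but only one of two replicates passes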;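 note: firefly luciferase signal divided by Alamar Blue viability fluorescence both relative to DMSO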
# XiGFP reactiv: activators of inactive X chromosome reactivation, primary screen, imaging, XiGFP fibroblasts, GFP high-content imaging, set 2. XiGFP mouse fibroblasts, % GFP-positive cells imaging, 3 d; cells co-treated with 5-aza-dC sensitizer; scaled so ellipticine positive control = 100%. activation, % at 7.58 µM. 360,000 tested, 0.055% active;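 active = mean normalized replicate activation at least 10% and every replicate at or above 10%; inconclusive = only one of the two criteria met; inactive = mean below 10% and not all replicates reach 10%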;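 note: 0% = median of on-plate neutral control wells and 100% = ellipticine 6 µM median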
#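 Schedule: 3 d treatment, 15 min room-temperature fixation; system: 68-5-11 XiGFP fibroblast line; buffer or medium: DMEM plus 5-aza-dC sensitizer; control set: ellipticine 6 µM positive control; compound: one concentration, pinned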
# PAX8 inh HTS: inhibitors of PAX8-driven TPO luciferase reporter, primary screen, RMG-I cells, single concentration | SteadyGlo, 24 h | 360,000 tested, 1.2% active | inhibition, % at 12.6 µM;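 active = mean replicate inhibition at least 60% with every replicate also reaching 60%; inconclusive = only one of the two criteria is met; inactive = mean below 60% and not all replicates reaching 60%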;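 note: luciferase light reporting Pax8 driven TPO promoter activity; plate controls were median of neutral control wells for no effect and mitoxantrone controls for full effect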
# ERp5 block: inhibitors of ERp5-driven insulin aggregation, primary screen, biochemical, turbidity, absorbance 650 nm, single point | inhibition, % at 9.99 µM | 350,000 tested, 0.05% active | 90 min | Protein disulfide-isomerase A6 (Homo sapiens), Q15084;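 active = mean replicate inhibition above about 25%, with every replicate also reaching it, limit read from the data, passing the limit was not always enough; inconclusive = only one of those two criteria met; inactive = neither criterion met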
# Target sequence (Q15084 whole entry, looked up): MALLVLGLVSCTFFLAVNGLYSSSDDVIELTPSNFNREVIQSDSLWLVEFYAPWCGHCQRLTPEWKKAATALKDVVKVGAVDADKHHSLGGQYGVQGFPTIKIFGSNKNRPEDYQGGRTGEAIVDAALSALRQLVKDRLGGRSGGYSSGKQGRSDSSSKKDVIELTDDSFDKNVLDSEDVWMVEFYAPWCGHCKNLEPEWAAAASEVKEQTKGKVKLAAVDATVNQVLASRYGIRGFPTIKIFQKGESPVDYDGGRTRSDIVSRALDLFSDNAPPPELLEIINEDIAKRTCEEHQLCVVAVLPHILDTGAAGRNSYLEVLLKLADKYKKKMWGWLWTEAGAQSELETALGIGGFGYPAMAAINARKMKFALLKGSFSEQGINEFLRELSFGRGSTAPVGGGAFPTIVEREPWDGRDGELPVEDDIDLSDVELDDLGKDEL
# INS-1E GSIS act: GLuc luminescence reporter in INS-1E cells, primary screen for activators of glucose-dependent secretion of insulin; INS-1E GLuc reporter insulin secretion, 2-3 h; activation, % at 16.6 µM; 370,000 tested, 0.61% active; AID 743287, 2014;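 active = lowest replicate activation of at least 40%, so every replicate reaches that level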;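 note: 0% = median of neutral control wells and 100% = median of IBMX positive control wells; some compounds called inactive have numbers as strong as hits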
# CFTR F508del cor: F508del CFTR correction, initial screen, CFBE line, single point. CFBE cells, YFP halide quenching; stimulated with forskolin plus potentiator P3; % fluorescence drop versus neutral controls. activity (quench increase), % at 7.58 µM. 350,000 tested, 0.36% active;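 active = mean added fluorescence quench of at least 8% versus neutral control, with both replicates also reaching 8%; inconclusive = only one of the mean or replicate conditions met; inactive = mean below 8% and not both replicates reaching 8%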;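 note: cells transiently co-express mutant CFTR-F508del with the halide-sensitive YFP; corrector assay measuring rescue of mutant channel to the surface after 24 h compound exposure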
# * marks the source's active call; other numbers are inactive results; ? = inconclusive; . = not tested or not shown; + = active, no number.
SMILES,ARNT-TACC3 inh,DENV2 CPE rescue,EWS-Fli block,XiGFP reactiv,PAX8 inh HTS,ERp5 block,INS-1E GSIS act,CFTR F508del cor
CN(C)c1ccc(S(=O)(=O)N2CCCCC2)cc1NC(=O)CCNC(=O)c1ccco1,-9,12,-1,0.1,-7,-4,-3,-0.1
COc1cc(/C=C2\C(=N)N3N=CSC3=NC2=O)ccc1OS(=O)(=O)c1ccccc1[N+](=O)[O-],8,0,-6,0.2,-29,0,-4,-0.7
O=C(COc1ccc2ccc(=O)oc2c1)NC1CCN(Cc2ccccc2)CC1,1,-10,.,0.1,-11,3,20,2.6
C[C@H]1CN([C@@H](C)CO)C(=O)c2cccc(NC(=O)Nc3ccc(F)cc3)c2O[C@@H]1CN(C)C(=O)Nc1ccc2c(c1)OCO2,-1,-3,3,-1.1,.,5,-12,-2.2
C[C@@H]1CN([C@@H](C)CO)C(=O)c2cc(/C=C/c3ccccc3)cnc2O[C@@H]1CN(C)C(=O)c1cnccn1,-4,-3,-12,-1.0,.,-6,16,0.0
CN1CCCCN2[C@H](C1)[C@@H](c1ccc(Br)cc1)[C@@H]2CO,-9,-16,-4,0.0,-5,-3,8,1.8
C[C@H]1CN([C@@H](C)CO)C(=O)c2cc(NS(C)(=O)=O)ccc2O[C@@H]1CN(C)Cc1ccc(C(=O)O)cc1,-14,7,-10,0.1,.,-3,15,-0.6
COc1ccc(S(=O)(=O)Nc2ccc3c(c2)C(=O)N([C@H](C)CO)C[C@H](C)[C@@H](CN(C)Cc2ccc(C(F)(F)F)cc2)OCCCC[C@H](C)O3)cc1,-2,7,6,0.2,104*,1,-21,1.9
CC[C@@H](C)[C@H](CNC)NC[C@@H](Cc1cccc2ccccc12)NCCc1cccc(C(F)(F)F)c1,23,16,45,0.0,103*,2,+,-1.8
CCn1c(=O)c2c(nc3n2CCCN3Cc2ccccc2)n(C)c1=O,11,-3,-2,0.0,12,2,17,2.4
Nc1cc(N)nc(SCc2cc([N+](=O)[O-])cc3c2OCOC3)n1,5,5,-10,0.0,14,0,6,3.0
CNC(=O)C[C@@H]1CC[C@@H]2[C@H](COc3ccc(NC(=O)c4ccc(C(F)(F)F)cc4)cc3C(=O)N2C)O1,6,-3,-2,0.3,18,.,4,-1.3
CNC[C@H]1Oc2cc(C#CCC3CCCC3)ccc2S(=O)(=O)N([C@H](C)CO)C[C@@H]1C,-2,9,13,-1.1,.,-4,5,-3.5
COc1ccc(CNCCSc2nnnn2C)c(OC)c1OC,-3,-1,1,0.3,4,2,-2,3.1
Cc1ccccc1S(=O)(=O)N1C[C@@H](O)COC[C@@H]2O[C@@H](CC(=O)N3CCN(C)CC3)CC[C@H]21,-1,2,-6,-0.1,-5,2,10,-0.3
Cc1cn([C@H]2C[C@H](O)[C@@H](CCC(=O)NCc3cccc4ccccc34)O2)c(=O)[nH]c1=O,.,-21,10,0.2,9,-1,.,-4.7
CO[C@@H]1CN(C)C(=O)c2ccc(NC(=O)C3CC3)cc2OC[C@@H](C)N(C(=O)Cc2ccccn2)C[C@H]1C,6,-3,-2,-0.5,5,-2,8,1.0
COC(=O)C[C@@H]1CC[C@H]2[C@@H](COc3ccc(NC(=O)c4ccccc4F)cc3C(=O)N2C)O1,-4,4,1,0.2,-19,-3,9,.
COc1ccc(-n2cnnc2SCC(=O)NC2CCCCC2)cc1,12,8,6,0.0,-8,-3,.,0.2
C/C(=N\Nc1ccc(C(F)(F)F)cn1)c1ccncc1,.,-3,-59,0.0,-90,1,10,1.7
Cc1cc(C)cc(CC(=O)N2CCC2(C)C(=O)NS(=O)(=O)c2ccccc2)c1 (configuration not stated),.,-4,2,0.0,-18,-3,-1,0.0
C[C@@H](c1ccccc1)N1C[C@@H](COCc2ccccc2)Oc2cc(N3CC[C@H](O)C3)ccc2S1(=O)=O,.,-1,-6,-0.2,13,3,5,1.6
CC1Sc2ccc(S(=O)(=O)N3CCC(C(=O)N(C)Cc4ccco4)CC3)cc2NC1=O (configuration not stated),0,-1,7,0.2,13,-22,-6,-2.6
CN(CCOc1ccc(Br)cc1)CC(=O)Nc1cccc(S(=O)(=O)NC2=NCCC2)c1,0,8,-2,0.0,24,-2,-8,2.2
Cc1nc2ccc(S(=O)(=O)Nc3ccccc3C)cc2s1,1,-7,4,.,.,2,3,0.4
SMILES,ARNT-TACC3 inh,DENV2 CPE rescue,EWS-Fli block,XiGFP reactiv,PAX8 inh HTS,ERp5 block,INS-1E GSIS act,CFTR F508del cor
CCOc1ccc(CNC(=O)C(=O)c2cn(CC(=O)N3CCOCC3)c3ccccc23)cc1OC,-4,-3,-5,-0.1,-1,-8,20,0.2
COc1ccc(OC)c(/C=C2\SC(=S)N(N3CCOCC3)C2=O)c1,-2,2,-12,0.0,6,-2,7,-3.7
C/C(=N\N=C(N)N)c1ccc(Cl)c(Cl)c1,6,.,7,0.0,-13,-1,-24,4.2
COc1ccc(C#Cc2cnc3c(c2)C(=O)N([C@H](C)CO)C[C@@H](C)[C@H](CN(C)CC2CCOCC2)O3)cc1,-3,?,1,-0.9,6,5,4,-1.4
Cc1ccc(-n2cc(CN3CCC(CO)(Cc4cccc(C(F)(F)F)c4)CC3)cn2)cc1,.,4,43,0.0,-5,-3,11,3.9
CC(=O)Nc1ccc(NC(=O)c2c(C)noc2C)cc1,-2,-3,.,0.2,5,-2,5,3.7
COc1cc(C(=O)OCc2csc(CC(=O)Nc3cc(C)ccc3C)n2)ccc1OC(F)F,5,-5,1,0.5,3,0,-17,0.5
C[C@H]1CN([C@@H](C)CO)C(=O)c2cc(NC(=O)Nc3ccc(C(F)(F)F)cc3)ccc2O[C@@H]1CN(C)C(=O)Nc1ccc2c(c1)OCO2,15,3,-7,-1.2,.,-7,-2,-0.3
C/C(N)=C(/C#N)C(=O)COC(=O)CSc1ccc2ccccc2c1,-4,.,.,.,-6,0,7,.
O=C(C1=C[C@@H](C2CC2)C[C@@H](OCCCCO)O1)N1CCCCCCC1,12,-4,-1,.,-9,-7,.,-2.4
Cc1ccccc1S(=O)(=O)/N=C(/Nc1c(C)n(C)n(-c2ccccc2)c1=O)c1ccccc1,0,-7,-5,-0.1,-9,1,-13,3.5
CCOC(=O)c1ccc(S(=O)(=O)N2CCC(C(=O)NCc3ccccc3OC)CC2)cc1,4,-7,6,-0.1,-13,-6,.,0.4
Cc1ccc(S(=O)(=O)Nc2ccc3c(c2)CC(=O)N([C@H](C)CO)C[C@H](C)[C@@H](CN(C)S(=O)(=O)c2cn(C)cn2)O3)cc1,7,6,-11,-0.7,-18,-3,7,-0.4
CCn1cc(C(=O)N2CCN(c3ccccc3OC)CC2)c2cc(OC)c(OC)cc2c1=O,0,5,2,-0.3,12,3,15,-0.7
O=C(C[C@@H]1C=C[C@H](NS(=O)(=O)c2ccc(F)cc2)[C@@H](CO)O1)N1CCc2ccccc2C1,-16,3,2,0.6,5,5,14,-0.2
CC(C)NC(=O)N(C)C[C@@H]1Oc2cc(C#Cc3cccc(F)c3)ccc2S(=O)(=O)N([C@H](C)CO)C[C@H]1C,1,-3,4,-0.6,.,-6,4,1.4
O=C(CCCCN1CCCCC1)c1ccc2c(c1)Cc1ccccc1-2,.,.,-2,-0.1,-6,-11,16,-6.0
COc1cccc(C(C(=O)NC2CCCC2)N(C(=O)c2csnn2)C2CC2)c1 (configuration not stated),5,-2,6,0.0,9,-4,-6,1.4
O=C1CN(C(=O)COc2ccccc2Cl)c2ccccc2N1,-5,3,-6,0.0,-23,-1,13,2.3
Cc1nn(C)c(=S)[nH]c1=S,0,?,0,0.1,-2,2,.,-2.8
CCCNC(=O)c1onc(CSc2ccc(Cl)cc2)c1C(=O)NCCC(C)C,-16,.,15,0.0,-3,-3,-11,-0.1
CCC(=O)N(CC(=O)Nc1sc(C)c(C)c1C(N)=O)C1CCCC1,-6,-3,-4,0.0,-1,-41,2,1.9
O=C(c1ccncc1)N1CCCCN2[C@H](CO)[C@@H](c3ccc(C#Cc4ccccn4)cc3)[C@H]2C1,4,14,-12,0.1,5,0,-4,1.2
CC(C)=CC(=O)OCc1cc([N+](=O)[O-])cc2c1OCOC2,0,0,-65,-0.1,-111,5,8,0.3
O=C(Nc1ccc2c(c1)OCO2)N[C@@H]1CC[C@@H](CCNC(=O)C2CC2)O[C@@H]1CO,-12,13,0,-0.2,3,7,10,-4.9
SMILES,ARNT-TACC3 inh,DENV2 CPE rescue,EWS-Fli block,XiGFP reactiv,PAX8 inh HTS,ERp5 block,INS-1E GSIS act,CFTR F508del cor
CCc1ccc(NC(=O)c2ccc(-n3cncn3)c([N+](=O)[O-])c2)cc1,-23,0,-4,0.0,-21,6,-13,-5.0
COCC1CCN(C(=O)c2cc(COc3ccc(C)c(C)c3)on2)C1 (configuration not stated),-5,-5,-14,0.0,-10,-1,3,0.6
C[C@@H]1CN([C@H](C)CO)C(=O)c2cc(NC(=O)Cc3ccccc3)ccc2O[C@@H](C)CCCCO[C@H]1CN(C)S(=O)(=O)c1ccc(F)cc1,1,-1,11,0.1,15,.,-19,1.7
Cc1cccc(N2CCN(C(=O)CN3C(=O)NC(C)(C4CC4)C3=O)CC2)c1C (configuration not stated),0,2,-29,0.2,-55,-6,-10,-0.8
O=C(NC1CCS(=O)(=O)C1)/C(=C\c1ccco1)NC(=O)c1ccccc1 (configuration not stated),-22,0,3,0.0,17,1,-6,-0.2
COc1ccc(CN2C(=NC(=O)CCC3CCCC3)SC3CS(=O)(=O)CC32)cc1 (configuration not stated),-5,2,5,0.0,-1,3,.,-0.9
O=C(COC(=O)c1ccc(O)cc1)c1ccc2c(c1)OCCO2,-5,-11,-62,0.8,-132,2,9,-7.9
O=C(CCn1c(=O)sc2ccccc21)Nc1nc2ccccc2s1,-8,-3,-9,0.0,-14,-1,.,3.0
COc1ccc(N(C)C(=O)c2ccc(NC(=O)CCS(=O)(=O)c3cccs3)cc2)cc1,-3,1,4,0.4,-3,10,5,0.0
CCC(=O)N1c2ccc(S(=O)(=O)CCC(=O)N3CCN(c4ccccc4F)CC3)cc2CC1C (configuration not stated),0,-3,6,-0.2,-9,-3,-13,5.5
O=C(Nc1cccc(Cl)c1)Nc1ccon1,23,5,.,0.0,-12,0,-23,0.0
CO[C@H]1O[C@H](CO)[C@@H](OC(=O)Nc2cccc(F)c2)[C@H](OC(=O)Nc2ccc3c(c2)OCO3)[C@@H]1OC(=O)Nc1ccc2c(c1)OCO2,16,8,-8,.,6,2,.,1.3
NC(c1ccccc1)c1csc(Nc2ccc(C(F)(F)F)cn2)n1 (configuration not stated),.,15,-1,0.2,-29,-3,29,3.1
Cc1cc(OCC(=O)NC2CCCCC2)ccc1Cl,-5,.,.,0.2,-45,.,1,.
O=C(OCC(=O)N1CCN(Cc2ccccc2)CC1)c1cc(Cl)ccc1[N+](=O)[O-],-3,1,-2,0.1,-21,3,-18,-3.5
